STK33 kinase inh: inhibitors of human STK33 kinase | Q9BYT3 | purified STK33, MBP phosphorylation, ADP-Glo luminescence | inhibition, % at 10 µM | actives 0.073% (n = 320,000) | AID 2661;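 active means inhibition at or above 25%, using the most active replicate where run in duplicate; inactive means inhibition below 25%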
Target sequence (Q9BYT3 whole entry, looked up): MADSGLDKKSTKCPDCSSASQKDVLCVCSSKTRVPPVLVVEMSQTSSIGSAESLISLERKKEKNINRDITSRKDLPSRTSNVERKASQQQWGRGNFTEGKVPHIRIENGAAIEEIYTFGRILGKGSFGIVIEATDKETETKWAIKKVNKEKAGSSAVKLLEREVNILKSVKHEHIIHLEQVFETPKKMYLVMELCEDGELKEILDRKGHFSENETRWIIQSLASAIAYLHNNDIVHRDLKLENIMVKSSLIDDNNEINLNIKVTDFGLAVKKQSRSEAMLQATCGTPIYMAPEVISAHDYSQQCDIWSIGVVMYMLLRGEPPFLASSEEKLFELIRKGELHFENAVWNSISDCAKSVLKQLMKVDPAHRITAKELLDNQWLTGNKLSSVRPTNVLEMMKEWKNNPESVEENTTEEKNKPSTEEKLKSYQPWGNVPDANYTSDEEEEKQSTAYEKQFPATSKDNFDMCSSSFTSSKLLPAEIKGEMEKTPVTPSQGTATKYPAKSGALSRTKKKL
Kir21 inh: Kir2.1 (mouse) channel inhibition | B-score at 10 µM | HEK293-Kir2.1, FluxOR thallium flux fluorescence; active compounds read low | P35561 | actives 0.85% (n = 310,000) | AID 1672;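 active means fluorescence ratio B-score at or below minus 3 SD of library scores, with starting-brightness B-score within 2 SD, cut at about -4.2 in these data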;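 further: channel flux triggered by added potassium and thallium sulfate stimulus; B-score of peak minus minimum fluorescence over baseline after thallium stimulus; more negative B-score means stronger Kir2.1 block with less thallium influx; some compounds called inactive have numbers as strong as hits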
Target sequence (P35561 whole entry, looked up): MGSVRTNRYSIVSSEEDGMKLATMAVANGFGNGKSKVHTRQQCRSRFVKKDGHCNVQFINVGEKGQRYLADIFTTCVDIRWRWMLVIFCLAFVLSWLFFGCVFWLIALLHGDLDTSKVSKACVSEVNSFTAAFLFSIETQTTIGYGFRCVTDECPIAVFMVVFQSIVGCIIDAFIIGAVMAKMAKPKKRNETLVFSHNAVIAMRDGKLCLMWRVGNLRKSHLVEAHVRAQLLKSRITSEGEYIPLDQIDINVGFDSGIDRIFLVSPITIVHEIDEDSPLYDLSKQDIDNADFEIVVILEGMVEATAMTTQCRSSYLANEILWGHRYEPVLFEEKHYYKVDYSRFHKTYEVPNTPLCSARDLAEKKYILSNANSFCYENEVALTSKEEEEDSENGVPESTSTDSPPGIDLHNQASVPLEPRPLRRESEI
* = called active by the depositor; . = no result given. No enrichment for hits, and some 0.84% of all compounds hit somewhere here.

SMILES	STK33 kinase inh	Kir21 inh
Cc1cccc(NC(=O)CNC(=O)c2ccc3c(c2)OCO3)n1	-0.8	0.91
CNC(=S)NCCN1CCOCC1	0.7	0.51
O=[N+]([O-])c1ccc(CNCc2cc(Cl)ccc2O)cc1	0.4	.
COc1ccc(Cl)cc1C(=O)NCCCSc1ccccc1	-2.1	-0.32
CCc1ccc2oc(-c3ccc(OC)cc3)cc(=Nc3cccc(C(=O)O)c3)c2c1	-1.5	2.56
Cc1n[nH]c(C)c1S(=O)(=O)N(CC(=O)N1CCc2ccccc21)c1ccc(C(C)C)cc1	0.5	0.98
CCn1ccc(C(=O)Nc2ccc(Cl)cn2)n1	-0.8	-3.33
Cc1cc(=O)oc2cc(OCC(=O)N3CCN(c4ccccc4)CC3)ccc12	-2.9	.
COc1ccc(-c2nc3cc(NC(=O)Cc4ccc(OC)c(OC)c4)ccc3o2)cc1	-0.8	0.07
Cc1cccc(C)c1OCc1cc(C(=O)N2CCC(c3ccncc3)CC2)no1	0.4	-0.01
NC(N)=NS(=O)(=O)c1ccc(NC(=S)NC(=O)c2ccncc2)cc1	1.6	-0.87
CCN(CC(=O)Nc1ccccc1Br)C1CCCCC1	-0.1	-0.12
CCCCOP(=O)(c1ccc(N(C)C)cc1)C(O)c1ccc(OC)cc1 (stereo not given)	-0.3	-2.79
O=C(NCC(c1cccnc1)N1CCN(c2ccc(F)cc2)CC1)c1ccccc1 (stereo not given)	0.5	0.89
CCOc1ccc(N2C(=O)CC(Sc3nc(C)cc(C)c3C#N)C2=O)cc1 (stereo not given)	-1.6	-0.72
CCOc1ccccc1CNC(=O)CCCn1ncn2c(cc3occc32)c1=O	-2.6	-0.59
COCCNC(=O)/C(C#N)=c1\s/c(=C\c2ccccc2OC(F)F)c(=O)n1Cc1ccccc1	0.1	0.13
Cc1nnc(C)n1/N=C/c1cc2ccccc2nc1Cl	-1.5	0.73
COc1ccc(NS(=O)(=O)c2ccc(-c3coc(C)n3)cc2)cc1	0.1	0.15
Cc1ccc(C(=O)Nc2cccc(-c3nc4ncccc4o3)c2)cc1	-0.4	-0.29
Fc1ccc(CNCC2CCCO2)cc1 (stereo not given)	.	0.07
CSc1ncc(Sc2ccccc2)c(C(=O)O)n1	-0.9	0.25
CCC/C(=C1/C(=O)CC(C)(C)C(C(=O)OC)C1=O)N1CCCC1 (stereo not given)	-1.3	0.19
O=C(N1CCOCC1)N1CCN(c2ccccn2)CC1	-2.6	-1.43
CC(=O)Oc1ccc(C#C/C=C2\c3ccccc3C(=O)N2c2ccccc2)cc1	-0.9	.

One compound at a time, as listed above. Values in the order: STK33 kinase inh	Kir21 inh
Entry for CCn1ccc(C(=O)Nc2ccc(Cl)cn2)n1 = -0.8	-3.33
Entry for COc1ccc(NS(=O)(=O)c2ccc(-c3coc(C)n3)cc2)cc1 = 0.1	0.15
Entry for O=C(N1CCOCC1)N1CCN(c2ccccn2)CC1 = -2.6	-1.43

(next part)
SMILES	STK33 kinase inh	Kir21 inh
Cc1cc(C)c2nc(N3CCCC(C(=O)N4CCC(C(N)=O)CC4)C3)sc2c1 (stereo not given)	2.8	0.7
CCOc1cc2[nH]c(=S)n(CCCN(CC)CC)c(=O)c2cc1OCC	-2.6	-1.73
COc1ccccc1NC(=O)N1c2ccccc2NC(=O)CC1C (stereo not given)	-1.5	0.03
COc1ccc(/C(N)=N/OC(=O)CCc2ccccc2)cc1	-1.2	-0.12
O=C(Nc1nc(-c2ccc(Cl)cc2Cl)cs1)C1CCCO1 (stereo not given)	-1.8	0.27
Cn1c(NC(=O)c2ccccc2)c(-c2cccs2)c(=O)c2ccccc21	0.7	-1.27
CSCCC(NS(=O)(=O)c1cccs1)C(=O)NCc1cccs1 (stereo not given)	-1.4	-0.29
Cc1ccccc1CN1CCN(Cc2ccccc2C(F)(F)F)CC1	-0.1	-0.23
O=C(c1ccc2c3c(cccc13)C(=O)N(O)C2=O)N1CCCCC1	1.4	0.74
COc1ccccc1CN(C)C(=O)COC(=O)c1ccc(Cl)nc1	0.9	.
CCCC1CCC(C2=N/C(=C\c3ccc(OC)c(OC)c3)C(=O)O2)CC1 (stereo not given)	-0.3	-1.58
COC(=O)c1ccc2[nH]c([C@H](C)O)c([C@H](C)O)c2c1	-1.8	-1.18
COc1ccc(C2C(C(=O)c3ccccc3)=C(C)Nc3nc4ccccc4n32)cc1OC (stereo not given)	-0.6	-0.6
CC(=O)N(C)c1ccc(N=Nc2c(C)[nH]n(C(N)=S)c2=O)cc1	0.6	1.37
CN(Cc1nc2c(s1)CCCC2)C(=O)CCc1nnc(-c2ccc3c(c2)OCO3)o1	-0.4	0.49
O=S(=O)(NC1CCCCC1)c1ccc(F)c2ccccc12	0.1	-1.88
COc1ccc(OC)c(NC(=O)c2[nH]c(C)c(C(C)=O)c2C)c1	0.1	0.98
COc1ccc(S(=O)Cc2ccc(C(=O)N3CCN(C(=O)c4ccco4)CC3)o2)cc1 (stereo not given)	0.6	1.43
CCc1[nH]nc2c1C1(CCN(C(=O)c3ccccc3)CC1)C(C#N)=C(N)O2	-0.2	1.41
COC(=O)C1=NN(N=O)C2(CC(=O)N(c3cc(C)cc(C)c3)C2=O)C1 (stereo not given)	0.5	-0.47
Cc1ccc(CN(Cc2ccco2)C(=S)NCC(=O)O)cc1	0.1	-1.45
CN=C(C)C1=C(O)C(C(=O)OC)C(C)(C)CC1=O (stereo not given)	-0.7	0.61
O=C(NCCCN1CCOCC1)c1ccc(CNS(=O)(=O)c2ccc(F)cc2)cc1	-1.5	-1.28
Cc1ccccc1N1CCN(S(=O)(=O)c2ccccc2)CC1	-3.5	0.35
CCCCNC(=S)Nc1ccc2[nH]c(=O)[nH]c2c1	-0.4	0.25
SMILES	STK33 kinase inh	Kir21 inh
COc1ccc(NC(=O)CCNS(=O)(=O)c2cccc3nsnc23)cc1	0.5	1.26
CCCNC(=O)CNC(=S)N(Cc1cc(OC)c(OC)c(OC)c1)C1CCCC1	0.2	0.84
O=[N+]([O-])c1ccc(Cl)cc1Sc1nc2ccccc2o1	-1.2	-0.52
CCc1c(-c2ccccc2)[n+](=O)c2c(n1[O-])CCC2	-0.6	-2.58
CC(=O)c1cccc(NC(=O)C(OC(=O)c2ccccc2NS(=O)(=O)c2cccs2)c2ccccc2)c1 (stereo not given)	-0.8	-0.5
CSCc1c(C(=O)Nc2ccccc2N2CCOCC2)oc2ccccc12	-0.3	.
Clc1ccc(-c2csc(Nc3cccnc3)n2)cc1	-2.3	-0.18
CC(C)C[C@H](CO)Nc1nc(Nc2cccc(Cl)c2)c2ncn(C(C)C)c2n1	2.3	1.33
CCCn1nnnc1NC(=O)COc1ccc(Cl)cc1C	-0.3	-0.2
O=C(NC1CCN(C(=O)NCc2ccccc2)CC1)c1ccc(F)cc1	0.0	0.15
Cc1cc(C)n(C2CCCCC2OC(=O)CCc2ccccc2)n1 (stereo not given)	-1.8	-0.65
CCC(=O)c1cn(CC(=O)NCC2CCCO2)c2ccccc12 (stereo not given)	-1.7	-0.41
Cc1ccc(-n2ncc3c2CCCC3NC(=O)CCc2c(C)noc2C)cc1C (stereo not given)	-0.7	0.33
CCCCOc1ccc(-c2c(C#N)c(N)nc(SCC(N)=O)c2C#N)cc1	-0.2	-1.92
CCOC(=O)C1CCN(S(=O)(=O)c2ccc(CN3C(=O)c4cccnc4C3=O)cc2)CC1	6.5	-0.18
CCCn1cc(CN2CCC(Cc3ccccc3)(C(=O)OCC)CC2)c(C)n1	-0.4	-0.24
COCc1nnc(NS(=O)(=O)c2ccc(Cl)cc2)s1	.	0.32
CSc1ccc(NC(=O)N2CC(C)OC(C)C2)cc1 (stereo not given)	-0.5	-0.65
CC(C)(C)Sc1ccc2nc3c(n2c1)CCCC3	-0.4	1.19
CC(C)(C)c1cc(-c2nc(N)nc(N)n2)c(O)c(C(C)(C)C)c1	1.4	.
CCn1c(SCC(N)=O)nnc1-c1ccco1	-0.3	0.15
CCSc1ncc(Cl)c(C(=O)Nc2ccccc2OC)n1	0.6	-0.78
O=C(Nc1ccccc1)N1CCN(c2nc3ccccc3s2)CC1	-0.1	-2.26
Cc1ccc(S(=O)(=O)Cc2ccc([N+](=O)[O-])cc2)cc1	0.2	0.11
COc1ccc(N2C(=O)CC(N3CCN(c4ccccc4OC)CC3)C2=O)cc1 (stereo not given)	-2.1	1.63

Some of the entries above in another layout:
CCCNC(=O)CNC(=S)N(Cc1cc(OC)c(OC)c(OC)c1)C1CCCC1
  STK33 kinase inh: 0.2; Kir21 inh: 0.84
O=[N+]([O-])c1ccc(Cl)cc1Sc1nc2ccccc2o1
  STK33 kinase inh: -1.2; Kir21 inh: -0.52

Of the compounds above, these contain a furan ring, fused or not.
SMILES	STK33 kinase inh	Kir21 inh
CCOc1ccccc1CNC(=O)CCCn1ncn2c(cc3occc32)c1=O	-2.6	-0.59
COc1ccc(S(=O)Cc2ccc(C(=O)N3CCN(C(=O)c4ccco4)CC3)o2)cc1 (stereo not given)	0.6	1.43
Cc1ccc(CN(Cc2ccco2)C(=S)NCC(=O)O)cc1	0.1	-1.45
CSCc1c(C(=O)Nc2ccccc2N2CCOCC2)oc2ccccc12	-0.3	.
CCn1c(SCC(N)=O)nnc1-c1ccco1	-0.3	0.15

Continued.
SMILES	STK33 kinase inh	Kir21 inh
CC(=O)c1sc2nc(C)c3c(c2c1N)CCCC3	7.6	0.02
COCC(=O)Nc1cc(C(=O)Nc2cccc(C)c2C)ccc1Cl	-0.7	-0.52
O=C(NCc1ccco1)C1CC(=O)N(c2ccc(O)cc2)C1 (stereo not given)	-17.5	0.11
COc1ccc(NC(=O)COC(=O)CCc2ccccc2)c(OC)c1	-1.7	-0.05
COCCCn1c(=O)c2ccccc2n(Cc2cccc(C)c2)c1=O	0.4	0.1
CCCc1nc(C)c2c(=O)[nH]c(-c3cc(S(=O)(=O)N4CCN(CC)CC4)ccc3OCC)nn12	0.1	-0.88
Cc1ccc(NC(=O)CN2C(=O)NC(C)(c3ccc(Cl)cc3)C2=O)cc1S(=O)(=O)N1CCOCC1 (stereo not given)	-0.2	2.15
Cc1cccc(NC(=O)NNS(=O)(=O)c2ccc(F)cc2)c1	-0.4	0.06
Cc1ccc(Sc2ccc(N)cc2C#N)cc1	-0.9	2.01
Clc1cncc(Cl)c1N/N=C/c1ccccc1	6.6	-0.05
Cc1cc(C)c(NC(=O)NC(=O)C(Cl)(Cl)Cl)c(C)c1	0.8	1.06
Cc1cc(C)nc(SCCn2c(N3CCCCC3)nc3c2c(=O)n(C)c(=O)n3C)n1	-1.0	0.33
COCCn1c(SCC(=O)N2CCOCC2)nc2ccccc2c1=O	-2.2	2.36
CCOc1cc(C2CC(=O)NC3=C2C(=O)C(C(=O)OC)C(C)C3)cc(Cl)c1O (stereo not given)	-0.2	0.38
Cc1c2c(nc3ccccc13)CCC(C)C2 (stereo not given)	0.3	-2.56
Cc1ccccc1C1CC(c2cccs2)Nc2nnnn21 (stereo not given)	.	-2.17
O=C1NNC(=O)C2C3C=CC(C4CC34)C12 (stereo not given)	-0.9	-0.02
COc1cccc(OC)c1C(=O)N1CCN(Cc2ccncc2)CC1	-0.8	-0.22
CCc1ccccc1NC(=O)CSc1n[nH]c(C)c1[N+](=O)[O-]	.	-0.68
C[C@@H]1O[C@@H](O[C@@H]2C(=O)c3c(O)cc(O)cc3O[C@H]2c2ccc(O)c(O)c2)[C@H](O)[C@H](O)[C@H]1O	0.0	.
CC(=O)Nc1c(C(=O)N2CCOCC2)sc2nc3c(cc12)COC(C)(C)C3	-0.1	0.14
COc1ccc(-c2csc3ncnc(N4CCN(S(=O)(=O)c5cccc(F)c5)CC4)c23)cc1	-0.3	0.02
C=CCC[C@@H](Cc1ccc(F)cc1)C(=O)OCCNC(=O)[C@@H](CC=C)CC(=O)N[C@H](CO)Cc1ccccc1	-0.1	.
O=S(=O)(c1ccc(Cl)s1)N1CCNCC1	0.0	.
COc1cc(CC(=O)Nc2cccc(S(=O)(=O)N(C)c3ccccc3)c2)cc(OC)c1OC	-2.0	.
SMILES	STK33 kinase inh	Kir21 inh
COc1ccc(/C=C2/C(=O)N(CC3CCCO3)C(=S)N2C)c(OC)c1 (stereo not given)	0.0	0.2
C/C(=N\NC(=O)c1nn(C)c(C)c1Br)c1ccc(NC(=O)c2ccccc2F)cc1	-1.2	0
CCCCC(=O)Nc1nn(CC)c2nc3c(C)cccc3cc12	-1.1	0.03
COc1cccc(OCc2nc3ccccc3[nH]2)c1	2.4	-0.31
O=C1CC(=O)CC(c2ccco2)C1	0.1	.
O=C(NCc1cccs1)c1csc2ccccc12	1.0	-1.03
O=C(N/N=C/c1ccccc1O)c1cc[n+]([O-])cc1	-1.8	-0.38
O=C(c1cc([N+](=O)[O-])ccc1N1CCOCC1)N1CCCCC1	-2.7	0.94
CC(=O)c1cccc(CN2CCN(CC(C)C)C(CCO)C2)c1 (stereo not given)	.	-0.21
O=C1O/C(=C\c2ccccc2)c2ccccc21	0.1	1.75
O=C(NCc1cccs1)C(=O)NCC(c1ccco1)N1CCN(c2ccc(F)cc2)CC1 (stereo not given)	0.0	0.42
Cc1cccc(C)c1NC(=O)CN(C)C(=O)c1cc([N+](=O)[O-])ccc1N1CCOCC1	-0.2	1.46
CN(C(=O)c1cccc(NC(=O)Cc2cccc([N+](=O)[O-])c2)c1)C1CCC1	0.5	.
COc1ccccc1NC(=O)N(CCCN1CCOCC1)Cc1cc2cc3c(cc2[nH]c1=O)OCO3	-3.9	0.69
COc1ccc(-c2nc(CS(=O)(=O)CC(=O)NCc3ccccc3OC)c(C)o2)cc1	-1.4	0.93
CCOC(=O)c1ccc(NC(=O)CSc2nc3c(c(=O)n2C)SC(C)C3)cc1 (stereo not given)	0.2	0.08
CCOC(=O)CSc1nnc(-c2ccco2)n1-c1ccccc1	-1.4	-0.44
